STK33 inh: inhibitors of purified STK33 kinase, primary screen, biochemical, ADP-Glo luminescence, homogeneous, cell-free | Serine/threonine-protein kinase 33 (Homo sapiens), Q9BYT3 | MBP phosphorylation | inhibition, % at 10 µM | hit rate 0.073% among 320,000;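 active means inhibition at or above 25%, using the most active replicate where run in duplicate; inactive means inhibition below 25%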
Target sequence (Q9BYT3 whole entry, looked up): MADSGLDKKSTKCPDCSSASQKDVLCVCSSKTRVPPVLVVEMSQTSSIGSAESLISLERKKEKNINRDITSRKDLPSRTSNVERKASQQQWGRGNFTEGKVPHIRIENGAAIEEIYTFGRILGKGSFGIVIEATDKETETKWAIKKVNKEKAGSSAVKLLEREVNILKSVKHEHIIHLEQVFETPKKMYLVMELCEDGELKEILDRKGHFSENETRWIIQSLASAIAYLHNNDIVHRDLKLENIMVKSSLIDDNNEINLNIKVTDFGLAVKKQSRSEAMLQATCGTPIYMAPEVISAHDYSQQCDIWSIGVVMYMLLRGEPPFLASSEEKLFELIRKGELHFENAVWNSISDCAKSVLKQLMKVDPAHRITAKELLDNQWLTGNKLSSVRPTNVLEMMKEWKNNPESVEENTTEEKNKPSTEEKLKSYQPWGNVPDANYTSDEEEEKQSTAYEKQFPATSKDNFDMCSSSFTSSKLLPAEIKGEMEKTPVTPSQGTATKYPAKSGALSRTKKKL
Numbers without * were called inactive. These rows are one share of the data; the hit share may differ from the screen's.

STK33 inh | SMILES
-1.4 | NC(=O)C1CCN(C(=O)c2ccc(F)c(S(=O)(=O)N3CCOCC3)c2)CC1
-2.6 | COc1ccccc1C(=O)COC(=O)Cc1ccccc1F
0.5 | O=C(c1cccc(S(=O)(=O)N2CCCC2)c1)N1CCOCC1
0.4 | O=C(COC(=O)/C=C/c1ccco1)NCc1ccc(Cl)cc1
-2.2 | COc1ccc([N+](=O)[O-])cc1NC(=O)C(C)NNC(=O)c1cccc([N+](=O)[O-])c1 (stereo not drawn)
1.8 | O=C(O)/C(=C\c1ccc(Cl)cc1)c1ccc(S(=O)(=O)N2CCCC2)s1
-0.8 | Cc1ccc(S(=O)(=O)N(C)CC(=O)NCC(c2ccco2)N(C)C)cc1 (stereo not drawn)
-0.4 | COc1ccc(C(=O)NCCOc2cccc(Oc3ccccc3)c2)cc1OC
-0.3 | C[C@H](CO)N1C[C@H](C)[C@@H](CN(C)Cc2ccc(-c3ccccc3)cc2)Oc2c(NS(=O)(=O)c3ccccc3)cccc2C1=O
-1.8 | CCOC(=O)c1c(C)[nH]c(C(=O)N(C)CC(=O)Nc2ccc(OC)cc2)c1C
0.9 | CN(C(=O)c1ccc(NC(=O)Cc2ccc(NC(=O)C3CCCN(C(=O)C4CCCC4)C3)cc2)cc1)C1CC1 (stereo not drawn)
0.8 | CC1CC1C(=O)OCC(=O)Nc1cc(S(=O)(=O)N2CCCCC2)ccc1Cl (stereo not drawn)
0.0 | O=C(COC(=O)c1ccc2c(c1)OCO2)Nc1cccc(F)c1
-1.1 | O=S(=O)(Nc1cc(S(=O)(=O)N2CCOCC2)ccc1NCC1CCCO1)c1ccccc1F (stereo not drawn)
-0.4 | CN(C(=O)CSc1nnc(-c2ccc(C(C)(C)C)cc2)n1C)C1CCS(=O)(=O)C1 (stereo not drawn)

(continued)
STK33 inh | SMILES
3.8 | CCC(C)c1ccccc1NC(=O)COC(=O)C1=NN(c2ccccc2)C(=O)CC1 (stereo not drawn)
0.1 | CC(C)(C)OC(=O)C[C@@H]1C/C=C\C[C@H](CC(=O)NCCO)C(=O)NC[C@@H](c2ccccc2)OC1=O
-0.8 | O=C(OCC(=O)N1CCCCC1)c1c[nH]c2ccccc12
0.1 | CCOC(=O)[C@H]1[C@H]2COc3ccc(OC)cc3[C@@H]2N2C(=O)CN(Cc3ccco3)C(=O)[C@@]12C
-1.0 | C[C@H](NC(=O)c1nc[nH]c1C(=O)OCc1ccccc1)c1ccccc1
1.0 | COc1ccccc1NS(=O)(=O)c1ccc(C(=O)NCCCn2ccnc2)cc1
-0.1 | O=C(Cn1cnc2c(OCc3ccccc3)ncnc21)NCCCn1ccnc1
-2.6 | Cc1cc(C(=O)Nc2cccc(S(=O)(=O)N3CCOCC3)c2)c2ccccc2n1
1.1 | C=CC[C@@H](CC(=O)N[C@H](CO)Cc1ccccc1)C(=O)NCCOC(=O)[C@@H](CC=C)CC(=O)OC(C)(C)C
-0.3 | O=C(COC(=O)C12CC3CC(CC(Cl)(C3)C1)C2)Nc1ccc2[nH]c(=O)[nH]c2c1
2.5 | CC(C)CC1(C)NC(=O)N(CC(=O)Nc2ccc(F)c(F)c2F)C1=O (stereo not drawn)
0.1 | Cc1ccc(-c2nc(SCC(=O)c3c(N)n(C4CC4)c(=O)[nH]c3=O)n[nH]2)cc1
-1.9 | CSc1ccccc1NC(=O)CN(C)C(=O)COc1ncnc2ccccc12
-1.2 | COc1ccc(NS(=O)(=O)c2cc(NC(=O)[C@H](C)NC(N)=O)ccc2N2CCCC2)cc1
1.1 | Cc1cc(NC(=O)COC(=O)c2ccc(OC(F)(F)F)cc2)no1

Three structures out of the list, sorted by length of the SMILES, rising.
STK33 inh | SMILES
-1.9 | CSc1ccccc1NC(=O)CN(C)C(=O)COc1ncnc2ccccc12
0.1 | CC(C)(C)OC(=O)C[C@@H]1C/C=C\C[C@H](CC(=O)NCCO)C(=O)NC[C@@H](c2ccccc2)OC1=O
1.1 | C=CC[C@@H](CC(=O)N[C@H](CO)Cc1ccccc1)C(=O)NCCOC(=O)[C@@H](CC=C)CC(=O)OC(C)(C)C

The main list resumes, repeating the 7 entries before the break.
STK33 inh | SMILES
1.1 | C=CC[C@@H](CC(=O)N[C@H](CO)Cc1ccccc1)C(=O)NCCOC(=O)[C@@H](CC=C)CC(=O)OC(C)(C)C
-0.3 | O=C(COC(=O)C12CC3CC(CC(Cl)(C3)C1)C2)Nc1ccc2[nH]c(=O)[nH]c2c1
2.5 | CC(C)CC1(C)NC(=O)N(CC(=O)Nc2ccc(F)c(F)c2F)C1=O (stereo not drawn)
0.1 | Cc1ccc(-c2nc(SCC(=O)c3c(N)n(C4CC4)c(=O)[nH]c3=O)n[nH]2)cc1
-1.9 | CSc1ccccc1NC(=O)CN(C)C(=O)COc1ncnc2ccccc12
-1.2 | COc1ccc(NS(=O)(=O)c2cc(NC(=O)[C@H](C)NC(N)=O)ccc2N2CCCC2)cc1
1.1 | Cc1cc(NC(=O)COC(=O)c2ccc(OC(F)(F)F)cc2)no1
-1.6 | Cc1ccc(C(=O)O)cc1NC(=O)CSc1nnc(-c2ccccc2F)n1C1CCCCC1
-0.2 | CC(=O)c1ccc(S(=O)(=O)NCCCC(=O)N(C)Cc2ccc3c(c2)OCO3)cc1
0.9 | CCN(Cc1nc2cc(Cl)ccc2c(=O)[nH]1)C(=O)c1cccc(OCc2c(C)noc2C)c1
-0.5 | COC(=O)CCCCC(=O)OC
0.2 | Nc1nnc(SCC(=O)NNC(=O)c2ccc([N+](=O)[O-])cc2)s1
-0.3 | COCCn1c(SCC(=O)NC(=O)NC2CCCC2)nc2ccccc2c1=O
-0.5 | CCN(C[C@H]1N[C@@](C)(C(=O)OC)[C@H]2C(=O)N(Cc3ccccc3)C(=O)[C@@H]12)S(=O)(=O)c1ccccc1
-1.1 | O=C(COC(=O)Cc1c(F)cccc1Cl)NNC(=O)c1ccccc1
-0.7 | COc1ccc2c(C)cc(SCC(=O)NC3CCCC3)nc2c1
-0.2 | Cc1cccc(C(=O)OCC(=O)Nc2c(C)n(C)n(-c3ccccc3)c2=O)c1
-0.2 | COC(=O)[C@H](Cc1ccccc1)NC(=O)Cn1cnc2c(OCc3ccccc3)ncnc21
0.9 | COc1ccccc1CNC(=O)CN1C(=O)NC(Cc2ccccc2)(c2ccccc2)C1=O (stereo not drawn)
-1.1 | CN(Cc1cccc(F)c1)C(=O)C1CC(=O)N(c2ccc3c(c2)OCCO3)C1 (stereo not drawn)
2.0 | O=C(CSC1=Nc2ccccc2C2CC=NN12)NCc1ccco1 (stereo not drawn)
-0.6 | Cc1nn(CC(=O)OCC(=O)NCCc2ccc(S(N)(=O)=O)cc2)c(C)c1[N+](=O)[O-]

Additional compounds follow:
STK33 inh | SMILES
-3.0 | O=C(O)c1ccccc1NS(=O)(=O)c1ccc(NN=Cc2ccccc2F)c([N+](=O)[O-])c1
-0.9 | Cc1ccnc2nc(C(=O)OCC(=O)c3ccccc3)nn12
0.6 | CCC1CCCCN1CC(=O)Nc1ccc2c(c1)OCCO2 (stereo not drawn)
-1.3 | CC(=O)c1ccc(OC(C)C(=O)NC2CCCCC2C)cc1 (stereo not drawn)
-0.6 | COc1ccccc1-c1sc2cc3c(cc2c1C#CC1(O)CCCCC1)OCO3
-1.5 | CN(C)S(=O)(=O)c1cccc(NC(=O)COC(=O)c2ccc3ccccc3n2)c1
-0.7 | CCOc1ccc(S(=O)(=O)N2CCOCC2)cc1NC(=O)CSCc1ccc(C)cc1
-0.5 | Cc1c(C(=O)OCC(=O)NCc2ccco2)cccc1[N+](=O)[O-]
-0.6 | CCOc1ccc(/C=N/NC(=O)c2ccccc2C)cc1CN1CC2CC(C1)c1cccc(=O)n1C2 (stereo not drawn)
2.4 | Cc1cccc(NC(=O)CN2CCN(C(=O)c3cncn3-c3ccc(F)cc3)CC2)c1C
-0.9 | COc1cc(OC)cc(C(=O)NC(C(=O)N2CCC2)C(C)C)c1 (stereo not drawn)
-1.3 | CCOC(=O)C1=C(C)NC(C)=C(C(=O)OCC)C1C(=O)OCC(=O)N1CCCCC1C (stereo not drawn)
-0.8 | COc1ccc(CN(C)C(=O)c2ccc(Cl)c(S(=O)(=O)NCc3cccnc3)c2)cc1F
0.8 | COc1ccc2oc(C(=O)N3CCN(C/C=C/c4ccccc4)CC3)c(C)c2c1
-1.1 | Cc1ccc(OCC(=O)Nc2nc(C)c(Cl)cc2Cl)c([N+](=O)[O-])n1

Remaining list, next part
STK33 inh | SMILES
0.1 | Cc1cc(C(C)(C)C)cc(C)c1COC(=O)CN1C(=O)NC2(CCCC2)C1=O
0.3 | CCC(C)c1ccccc1O (stereo not drawn)
0.9 | O=C(CCN=C1NS(=O)(=O)c2ccccc21)NCc1ccccc1F
-0.6 | CNc1snc(C)c1C(=O)OCC(=O)NCc1ccccc1OC
-1.2 | CC(=O)NCCc1ccc(C(=O)COC(=O)c2cc(C)oc2C)cc1
0.7 | CS(=O)(=O)c1ccc(N2CCN(S(=O)(=O)c3cccs3)CC2)c([N+](=O)[O-])c1
0.5 | CC(C)(C)OC(=O)CNC(=O)c1[nH]cnc1C(=O)N[C@@H](CCCCN)C(=O)OC(C)(C)C
-1.1 | Cc1cccc(N2CCN(C(=O)c3ccc4[nH]c(C)c(C)c4c3)CC2)c1C
-0.2 | Cc1ccc(NS(=O)(=O)c2cccc(C(=O)N3CCN(c4ncccn4)CC3)c2)cc1
0.7 | CS(=O)(=O)c1ccc(Cl)c(NC(=O)C2CCCCN2S(=O)(=O)c2ccccc2)c1 (stereo not drawn)
-1.6 | O=C(COC(=O)COc1ccccc1)NC12CC3CC(CC(C3)C1)C2
-0.6 | CN1CCN(c2nc3ccccc3nc2NS(=O)(=O)c2ccc(Br)cc2)CC1
-0.4 | COc1cc(C(=O)NNC(=O)COc2ccccc2Cl)ccc1OCC(=O)N1CCOCC1
-0.8 | CN(CCOc1ccc(Cl)cc1)C(=O)Cc1ccc(S(=O)(=O)N2CCOCC2)s1
-1.2 | CC(=O)N/C(=C\c1ccccc1)C(=O)OCC(=O)c1c(N)n(C)c(=O)n(C)c1=O

(next part)
STK33 inh | SMILES
0.0 | O=C(NC1CCCCC1)c1cc(S(=O)(=O)N2CCCCC2)ccc1N1CCOCC1
-0.9 | Cn1c(SCC(=O)Nc2ccc3c(c2)CCC3)nnc1C1CC1
-1.3 | O=C(NCC(c1ccco1)N1CCCC1)c1ccc(Cl)c(S(=O)(=O)N2CCc3ccccc32)c1 (stereo not drawn)
-2.0 | COc1cc(OC)cc(C(=O)NC2CC3CCC(C2)N3C)c1 (stereo not drawn)
-0.6 | CCOC(=O)C1CCN(C(=O)c2ccc(N3CCOCC3)c([N+](=O)[O-])c2)CC1
0.8 | CCC(CC)c1nnc(NC(=O)c2cc([N+](=O)[O-])ccc2N2CCOCC2)s1
0.1 | COC(=O)[C@]1(Cc2ccccc2)N[C@H](CN(C)C(=O)Nc2ccccc2)[C@@H]2C(=O)N(C)C(=O)[C@@H]21
1.1 | COc1ccc(C(=O)COC(=O)c2cncc(Br)c2)cc1
0.5 | Cc1ccc(C(=O)CCC(=O)NC2=NCCS2)cc1
-0.4 | Cc1ccc(S(=O)(=O)NCCC(=O)NCC(c2cccs2)N(C)C)cc1C (stereo not drawn)
-3.2 | CS(=O)(=O)NCc1ccccc1Br
-0.3 | O=C(COC(=O)CC1CCCC1)Nc1ccc(Br)cc1F
1.2 | Cc1ccc(NC(=O)c2ccc(OCc3c(C)noc3C)cc2)nc1
0.9 | CCOc1ccc2oc(C(=O)OCC(=O)NCc3ccc(OC)cc3)c(C)c2c1
-2.4 | COC(=O)c1cc(Br)ccc1NC(=O)CSCc1c(C)noc1C

Going on with the list:
STK33 inh | SMILES
0.6 | CN(CCc1ccccc1)C(=O)c1cccc(NC(=O)Cc2cccc([N+](=O)[O-])c2)c1
-0.3 | CCCCN1C(=O)C(=O)N(CC(=O)N2CCc3ccccc32)C1=O
1.8 | CC(C)n1nc(C(=O)NNC(=O)c2ccc(OC(F)F)cc2)c2ccccc2c1=O
-3.1 | CNC(=O)c1[nH]cnc1C(=O)Nc1cccc(Cl)c1
-1.2 | CCn1c(SCC(=O)c2c(N)n(C3CC3)c(=O)[nH]c2=O)nnc1-c1ccoc1C
0.0 | CN(c1ccccc1)S(=O)(=O)c1cc(C(=O)N2CCN(c3ncccn3)CC2)ccc1Cl
-0.2 | O=C1OC[C@H]2CCCN2C(=O)[C@@H](CC(=O)N(CCO)Cc2ccccc2)C/C=C\C[C@H]1Cc1ccc(F)cc1
-0.3 | COc1cccc(C(=O)OCC(=O)Nc2cc(C)on2)c1OC
-1.1 | O=C(COC(=O)c1n[nH]c2ccccc12)Nc1ccccc1Br
-0.7 | O=C(CN1C(=O)NC2(CCc3ccccc32)C1=O)c1cccs1 (stereo not drawn)
-0.2 | CC(=O)Oc1ccc(-c2ccc(C(=O)OCC(=O)c3c(N)n(C)c(=O)n(C)c3=O)cc2)cc1
9.0 | CN(c1ccccc1)S(=O)(=O)c1cccc(NC(=O)C2=NNC(=O)CC2)c1
-2.4 | COc1cc(C)c(CN2CCN(S(=O)(=O)c3ccc(Cl)s3)CC2)cc1OC
7.8 | Cc1ccc(S(=O)(=O)/N=C2\C=C(Nc3ccc(O)cc3)C(=O)c3ccccc32)cc1
-0.2 | Cc1cccc(C)c1NC(=O)CN(C)C(=O)CC1CC2CCC1C2 (stereo not drawn)

Next section.
STK33 inh | SMILES
-1.5 | CSc1nc(N)nc2c1ncn2CC(=O)NCC1CCCO1 (stereo not drawn)
-0.2 | CC(=O)C[C@H](O)CC(=O)[C@H]1OC(=O)CCCCCc2ccccc21
-0.1 | CSCC[C@H](NC(=O)c1cccc(S(=O)(=O)N2CCCCCC2)c1)c1nc2ccccc2[nH]1
-0.1 | CN(CC(=O)Nc1ccccc1Cl)C(=O)COC(=O)/C=C/c1cccc(C(F)(F)F)c1
-0.3 | CN(C1CCCCC1)S(=O)(=O)c1ccc(=S)[nH]c1
-0.8 | CCN1C(=O)[C@H]2[C@@H](c3ccc(-c4ccc5c(c4)OCO5)c(OC)c3)N[C@@](C)(C(=O)OC)[C@H]2C1=O
0.1 | C#CCOCCOCCOCCNc1nc(N2CCN(C(=O)[C@H](CC(N)=O)n3cc([C@@H](N)CC(N)=O)nn3)CC2)nc(N2CCN(C(=O)[C@H](CC(N)=O)n3cc([C@@H](N)CC(N)=O)nn3)CC2)n1
